Compound activity (PubChem)
GalR3 antag: blocks the human galanin receptor 3. O60755. HEK293 GalR3-CNG cAMP membrane potential fluorescence; galR3 body fused to GalR1 C-terminus. inhibition, % at 3 µM. 0.44% of 360,000 active. AID 651719;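 active = inhibition above the screen-wide average plus 3 SD, cut at about 13% in these data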;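 also: forskolin and galanin both at EC90 stimulate the cells; cAMP rise reported by CNG channel membrane potential dye signal; 0% = forskolin plus galanin with DMSO and 100% = forskolin alone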
Target sequence (O60755 1-299 limits assumed): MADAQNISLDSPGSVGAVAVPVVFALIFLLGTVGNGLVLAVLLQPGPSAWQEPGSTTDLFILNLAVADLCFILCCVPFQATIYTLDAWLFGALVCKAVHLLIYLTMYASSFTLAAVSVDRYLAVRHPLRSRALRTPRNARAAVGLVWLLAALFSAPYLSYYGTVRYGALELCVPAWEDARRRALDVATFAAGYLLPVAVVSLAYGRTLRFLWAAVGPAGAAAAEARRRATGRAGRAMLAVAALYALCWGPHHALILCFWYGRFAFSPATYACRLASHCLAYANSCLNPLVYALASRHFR
* hit, by the source's call.

SMILES	GalR3 antag
CCc1nc2c(OCC(=O)c3ccc(Cl)cc3Cl)cccn2c1N(C=O)Cc1ccccc1	-4
CCN1C(=O)[C@H]2[C@H]3CN=C(SC)N3[C@@](CC)(C(=O)OC)[C@H]2C1=O	-5
CC(=O)N(c1ccccc1)c1ccccc1[N+](=O)[O-]	-7
COc1cccc(NC(=O)COC(=O)c2ccc3c(c2)OCCO3)c1	-5
CC(C)O/C(=N/S(=O)(=O)c1ccc(Cl)cc1)c1ccccc1	-5
CCC(=NN=C(CC)c1ccccc1O)c1ccccc1O	-5
CC(=O)Nc1ccc2c(c1)C(=O)c1ccc(Cl)cc1-2	-6
Cc1ccccc1CN1C(=O)CSCC1(C)C(=O)Nc1c(C)cccc1C (stereo unspecified)	0
C[C@@H]1CN([C@H](C)CO)C(=O)c2cc(Br)cnc2O[C@@H]1CN(C)Cc1ccc(F)cc1	-2
Cc1ccc(S(=O)(=O)N2CC3=C(C2)C2CC2(C)C3)cc1 (stereo unspecified)	-4
Cc1ccc(C)c(COC(=O)c2cccc(S(=O)(=O)N3CCCC3)c2)c1	-1
COc1ccc(-c2nc3ccc(Br)cn3c2Cc2cccc(Cl)c2)cc1OC	-5
CC1(C(=O)Nc2cccc(C(F)(F)F)c2)Cc2c(-c3cccc(C(F)(F)F)c3)ccnc2O1 (stereo unspecified)	-5
COCCNC(=O)C1CCCN(Cc2ccccc2)CC1 (stereo unspecified)	-5
CC1(C(=O)NC2CCCCCC2)CCN1C(=O)Cc1ccc(-c2ccccc2)cc1 (stereo unspecified)	-3
COCCCNC1=C(C#N)C(=O)NC2(CCCC2)S1	1
N#Cc1ccc(CSc2ccc(S(=O)(=O)N3CCCCCC3)cn2)cc1	-4
CN(c1ccccc1)S(=O)(=O)c1cc(C(=O)NCc2ccco2)ccc1Cl	-2
CC1(CNC(=O)C(=O)NCC2(C)CO2)CO1 (stereo unspecified)	0
Cc1ccc(C2=CC(=O)CC(C)(C)C2=O)cc1	0
O=C(O)CC1Cc2ccccc2C1C(=O)O (stereo unspecified)	0
C[C@H](CO)N1C[C@H](C)[C@H](CN(C)C(=O)Nc2cccc3ccccc23)OCc2cnnn2CCCC1=O	-7
O=C1NC(Cc2ccccc2)c2nc3ccc(Br)cc3c(=O)n2-c2cc3ccccc3cc21 (stereo unspecified)	-3
CC(C)(C)c1ccc(CC(=O)N2CCC2(C)C(=O)NS(=O)(=O)c2ccc(Cl)cc2)cc1 (stereo unspecified)	-6
CC(=O)c1cc(C)c(OCc2cn(CC(=O)c3ccc(O)cc3)nn2)c(C)c1	-7
Cc1cc(-c2cc(NC=O)c3ncc(-c4cccc(C(=O)NCCN(C)C)c4)n3c2)cc(C)c1O	-6
CCc1ccc([C@H]2[C@@H]3C(=O)C[C@@H]4C(=O)N(C5CCCCC5)C(=O)[C@@H]4[C@@H]3CN2S(=O)(=O)c2ccc(C)cc2)cc1	-8
COc1ccc(CN2C(=O)c3cccc4cccc(c34)C2c2nc3ccccc3[nH]2)cc1 (stereo unspecified)	0
COC(=O)[C@]12CCCCC=C1N(Cc1ccco1)C(=O)[C@H](CC(=O)NCc1cccc3ccccc13)C2	-2
C[C@@H]1CN([C@@H](C)CO)C(=O)c2ccccc2-c2ccccc2CO[C@@H]1CN(C)Cc1ccc(Cl)c(Cl)c1	-5
O=C(NCC1CC1)c1ccc(-c2cn[nH]c2)c2ccoc12	0
CN1OC[C@@H]2CN3C(=NCCc4ccccc4)Sc4ccccc4[C@@H]3C[C@@H]21	-9
CCn1cc(C2C3=C(CC(C)(C)CC3=O)N(c3ccc(C)cc3)C3=C2C(=O)CC(C)(C)C3)c(C)n1	-4
CN(C)CCCn1c2c3ccccc3ccc2c2oc(=O)c3ccccc3c21	-11
CC1Cc2nc(SCC(=O)N3CCCCC3)n(C)c(=O)c2S1 (stereo unspecified)	-3
CC(C)COC(=O)N1CCCCC1c1cc(C(=O)N2CCOCC2)no1 (stereo unspecified)	1
C=C(C)C(=O)Nc1ccc2nn(-c3ccccc3O)nc2c1	-6
O=C(NC(Cc1nn[nH]n1)C(=O)OCc1ccccc1)OCc1ccccc1 (stereo unspecified)	-4
Cc1ccc(NC(=O)CN(C)C(=O)C2CSC3(C)CCC(=O)N23)cc1 (stereo unspecified)	-2
O=S(=O)(c1ccccc1)N1CCN(CCOc2ccc(F)cc2)CC1	-3

Three successive records from above, quoted:
SMILES	GalR3 antag
CCc1nc2c(OCC(=O)c3ccc(Cl)cc3Cl)cccn2c1N(C=O)Cc1ccccc1	-4
CCN1C(=O)[C@H]2[C@H]3CN=C(SC)N3[C@@](CC)(C(=O)OC)[C@H]2C1=O	-5
CC(=O)N(c1ccccc1)c1ccccc1[N+](=O)[O-]	-7

Later entries
SMILES	GalR3 antag
CCOC(=O)Cc1c(-c2cccc(Br)c2)nc2c3ccccc3ccn12	-6
N#CCOc1ccccc1CNC[C@H]1O[C@@H](n2cnc3c(=O)[nH]c(N)nc32)[C@H](O)[C@@H]1O	1
CCOC(=O)C1=C(C(=O)OCC)C2N(Cc3ccccc3)c3ccccc3[C@@]23C[C@@H](C(=O)OC)N(S(=O)(=O)c2ccc(C(F)(F)F)cc2)C3=N1 (stereo partly specified)	-5
O=C1NC[C@@H](CCCCN2C[C@H](Cc3ccc(O)cc3)N(Cc3ccccc3)C(=O)C2=O)N(CCC2CCCCC2)C1=O	-5
COc1ccc(-c2coc3c(C(=O)Nc4cc(OC)c(OC)c(OC)c4)cccc23)c(C)c1	-8
Cc1ccc(C)c(NC(=O)C(c2ccccc2)N2CCN(CC(=O)NC3CC3)CC2)c1 (stereo unspecified)	-3
CC1(C(=O)NS(=O)(=O)c2ccc(Cl)cc2)CCN1C(=O)CCc1ccccc1 (stereo unspecified)	-6
O=C(NN=Cc1ccc2c(c1)OCO2)c1ccncc1	-2
C[C@H]1CN([C@@H](C)CO)S(=O)(=O)c2ccc(Br)cc2O[C@H]1CN(C)C(=O)Cc1ccncc1	-6
COc1cccc(-c2cnc(C(O)c3cc(Cl)cc(Cl)c3)[nH]2)c1 (stereo unspecified)	1
COc1ccc(NC(=O)Cn2nnc(-c3ccccc3)c2COc2ccc(C(C)=O)cc2)cn1	-5
Cc1cccc(NC(=O)CN(C)C(C)C(=O)Nc2ccc(S(=O)(=O)N3CCCC3)cc2)c1C (stereo unspecified)	2
CC(=O)c1cccc(-c2ccnc3c2CC(C(=O)NCc2ccncc2)O3)c1 (stereo unspecified)	0
CCN(CC)C(=O)C1=C(C)N(Cc2ccc(OC)cc2)C(=O)C(CC(=O)NCCCCc2ccccc2)C1 (stereo unspecified)	0
CCCCCCCCN1C(=O)[C@H](CC(=O)NCCC(C)C)C[C@@]2(C(=O)OC)CCCCC=C12	-6
COc1cccc(CNC(=O)[C@@H]2CCCN2C(=O)[C@H]2CCCCN2C(=O)c2c(F)cccc2F)c1	-3
C=CCC[C@H](CCCCC)OC(=O)/C=C/[C@H](O)[C@@H](O)C[C@H](O)CC=C	-8
C=CCn1c(SCC(=O)Nc2cc(C)on2)nc2ccccc21	-9
O=C(NCc1ccc(F)cc1F)[C@@H]1CCCN1C(=O)[C@@H]1CCCN1	-6
CC(=O)NCC1(c2ccccc2)CCN(CCCC(=O)c2ccc(F)cc2)CC1	-6
CC1(C(=O)Nc2ccc3c(c2)OCCO3)CCN1Cc1ccc(-c2ccccn2)cc1 (stereo unspecified)	-7
S=C(NCc1ccccc1)C(=S)NCc1ccccc1	-6
CCOC(=O)c1c(C)[nH]c(C(=O)N(C)CC(=O)Nc2ccc(OCC)c(OCC)c2)c1C	-7
O=S1(=O)CC(N2CCC(Cc3ccccc3)CC2)CN1C1CCCCC1 (stereo unspecified)	-4
CSc1ccc(Cn2c(C)c(C(=O)NCc3ccccc3C(F)(F)F)sc2=O)cc1	-1
OCCN(Cc1cccnc1)Cc1ccccn1	-3
O=C(CC1CC2CCC1C2)N1CCN(S(=O)(=O)c2ccc(C(F)(F)F)cc2)CC1 (stereo unspecified)	-3
Cc1cc2nc(C3CCCCC3)c(Cc3cccc(Cl)c3)n2c(C)c1Br	-4
CCCOc1ccc(C(=O)CCC(=O)OCC(=O)Nc2cccc(S(N)(=O)=O)c2)cc1	-2
Cc1ccc([C@H]2C[C@H](n3cc(COC(=O)c4ccccc4)nn3)[C@@H](O)CN2Cc2cccs2)cc1	-4
COCCNC(=O)C1Cc2c(-c3ccc(NC(C)=O)cc3)ccnc2O1 (stereo unspecified)	-2
Cc1ccc(OCCCC(=O)N(C)CC(=O)Nc2c(C)cccc2C)cc1	-9
CC(=O)Nc1cc(=O)c2cccnc2[nH]1	0
CC(=O)Nc1ccc(CNc2nc3cc(-c4ccccc4C)sc3c(=O)n2C)cc1	-6
N#CC(=C(c1ccccc1)c1ccccc1)c1ccccc1	-6
O=C1C2CCCCN2C(=O)N1CCCCN1CCN(c2cccc(C(F)(F)F)c2)CC1 (stereo unspecified)	0
CCc1nc2c(OCc3ccc(OC)cc3)cccn2c1N(C)C(=O)c1ccco1	-1
COC(=O)[C@]12C[C@H](CC(=O)N3CCCC3)C(=O)N(Cc3ccccc3)C1=C[C@H](C1CCCC1)O[C@@H]2C	-6
COc1cc(C2C3=C(COC3=O)Oc3cc4c(cc32)OCO4)cc(OC)c1OC (stereo unspecified)	-5
COP(=O)(OC)C(Nc1ccc(C)cc1)c1ccc(Br)cc1 (stereo unspecified)	-6
C#CCOCCOCCOCCNc1nc(N2CCN(C(=O)[C@H]([C@@H](C)CC)n3cc(CCC(=O)O)nn3)CC2)nc(N2CCN(C(=O)[C@H](Cc3ccc(O)cc3)n3cc(CCO)nn3)CC2)n1	-4
CC12CCC3(CC1CCC1OC12)OCCO3 (stereo unspecified)	-3
N#CC(=C1C=C(Br)C(=NO)C=C1Cl)c1ccc(Cl)cc1	0
C1=C[C@H]2CCCN3CC[C@@H]([C@@H]2[C@]32CO2)[C@H]1CCOCc1ccccc1	-5
CCc1nc2ccc(C(=O)N3CCCCC3)cn2c1N(CCC(C)C)CCN(C)C	-6
Nc1cc(C(=O)N2CCN(c3ccccc3Cl)CC2)ccc1N1CC2CC(C1)c1cccc(=O)n1C2 (stereo unspecified)	-8
CCn1c(SCCN2CCCCC2)nc2c1c(=O)n(C)c(=O)n2C	0
CC(=O)OCC(O)C1(O)CCC2C3CCC4=CC(=O)CCC4(C)C3C(O)CC21C (stereo unspecified)	-2
CCCCC[C@@H](C)N1C[C@H](COCc2ccccc2)Oc2cc(N3CC[C@H](N(C)C)C3)ccc2S1(=O)=O	-7
CN(CC(=O)Nc1ccc(Cl)c(C(F)(F)F)c1)C(=O)C1CC(=O)N(c2ccc3c(c2)OCCO3)C1 (stereo unspecified)	-3
CC(C#N)(NC(=O)CN1CCN(S(=O)(=O)c2cccc(F)c2)CC1)C1CC1 (stereo unspecified)	0
CC1(C(=O)Nc2ccc3ccccc3c2)CCC(=O)N1CCc1c[nH]c2ccccc12 (stereo unspecified)	-9
COc1ccc(Br)cc1C(=O)CCC(=O)OCC(=O)Nc1cc(C(N)=O)cc(C(N)=O)c1	-5
O=C(Nc1ccc(C(=O)N2CCOCC2)cc1)C1CCC1	-5
CC(=O)NCc1ccc(C(=O)CN2C(=O)NC3(CCCCC3C)C2=O)s1 (stereo unspecified)	-1
Cc1ccccc1S(=O)(=O)N1C[C@H]2CON(C)[C@H]2C[C@H]1c1cccc(-c2ccccc2)c1	-4
CC(NC(=O)c1ccccc1)C(=O)Nc1ccccc1 (stereo unspecified)	-3
O=C(NC(c1ccc(-c2ccccc2)cc1)c1cnccn1)C1CCN(Cc2ccc(Oc3ccccc3)cc2)CC1 (stereo unspecified)	-9
Cc1cc(C)n(CCNC(=O)[C@H]2O[C@@H](n3ccc(=O)[nH]c3=O)[C@H](O)[C@@H]2O)n1	-5
C=Cc1cc2c(cc1O)CCC1C2CCC2(C)C(O)CCC12 (stereo unspecified)	-4

Part of the list above in order of molar mass, ascending:
SMILES	GalR3 antag
CCn1c(SCCN2CCCCC2)nc2c1c(=O)n(C)c(=O)n2C	0
CC1(C(=O)Nc2ccc3ccccc3c2)CCC(=O)N1CCc1c[nH]c2ccccc12 (stereo unspecified)	-9
Cc1ccccc1S(=O)(=O)N1C[C@H]2CON(C)[C@H]2C[C@H]1c1cccc(-c2ccccc2)c1	-4
CN(CC(=O)Nc1ccc(Cl)c(C(F)(F)F)c1)C(=O)C1CC(=O)N(c2ccc3c(c2)OCCO3)C1 (stereo unspecified)	-3

Later entries.
SMILES	GalR3 antag
C[C@@H]1ON(C)[C@H]2C[C@H]3c4cc(N5CCN(C)CC5)ccc4CCN3C[C@@H]12	-5
COC(=O)[C@]12CCCCC=C1N(CCC1=CCCCC1)C(=O)[C@H](CC(=O)N1CCN(C(=O)c3ccco3)CC1)C2	-1
CCNc1nnc(SCC(=O)c2cc(C)n(C3CC3)c2C)s1	-2
O=C1NC[C@H](CCCCN2C[C@H](Cc3ccc(O)cc3)N(CCc3ccc(O)cc3)C(=O)C2=O)N(CC2CCCCC2)C1=O	-3
COc1ccccc1-c1cccc2c3c([nH]c12)[C@@H]1C[C@H]2[C@@H](C(=O)N1CC3)[C@H](C)ON2C	-3
CC(OC(=O)CSc1ccccc1)C(=O)NC1CCCCC1C (stereo unspecified)	-1
CCOC(=O)Cc1csc(SCC(=O)Nc2ccc(C)cc2F)n1	-4
CC1(c2nnnn2Cc2ccccc2)CCC(=O)N1Cc1cccnc1 (stereo unspecified)	-6
O=C(O)C(c1ccccc1)C(O)c1ccc2c(c1)OCO2 (stereo unspecified)	-4

2 entries picked at random from the list so far, as already listed:
SMILES	GalR3 antag
O=C(O)C(c1ccccc1)C(O)c1ccc2c(c1)OCO2 (stereo unspecified)	-4
CC1(c2nnnn2Cc2ccccc2)CCC(=O)N1Cc1cccnc1 (stereo unspecified)	-6

This is a subset; the hit share may differ from the screen's.
